Coupling enz: qHTS Assay for Inhibitors of Fructose-1,6-bisphosphate Aldolase from Giardia Lamblia: Coupling assay counterscreen. coupling enzyme system counterscreen, AmpLite Red fluorescence. activity change, negative = inhibition, % at 58.2 µM, hits read low. 0.67% of 290,000 active. AID 2472, 2010; in the data active = activity change below about -30%
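Counterscreen of the coupled detection system alone, without aldolase: glyceraldehyde-3-phosphate coupling enzymes plus AmpLite Red readout. Compounds at 57.5 uM final, 10 min RT preincubation, 20 min RT reaction, fluorescence 525/598 nm.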
The depositor's hits bear a star; & = joins results of further samples. % is scaled to controls: 0 for no effect and ±100 for the full control effect. Not all compounds are listed (hit frequency here may not be typical).

COc1cc(OC)c2c(C)cc(=O)oc2c1C(CCN1CCCCC1)c1ccc(N(C)C)cc1 (centres undefined) was read as Coupling enz 1.
For O=C1CC2(CCCC2)CC(=O)N1CCCCNC[C@H]1COc2ccccc2O1 the results were Coupling enz 3.
For CO[C@H]1COC(=O)C/C=C\[C@H](C)COC(=O)[C@@H](OCc2ccccc2)/C=C\[C@@H]1C the results were Coupling enz 3.
Screening C[C@@](N)(C(=O)O)c1cccc(CC(=O)O)c1 returned Coupling enz 0.
`COCCn1c(=O)c(-c2ccccc2)nc2cnc(OC)nc21` gave Coupling enz 5.
COC(=O)CCCC1=CC2=CC(=O)C(C)(OC(=O)c3ccco3)C(=O)C2=CO1 (centres undefined) was read as Coupling enz 0.
For COc1cccc([C@@H]2Oc3ccc(Br)cc3C[C@H]2OC(=O)NS(=O)(=O)c2ccc(F)cc2)c1 the results were Coupling enz 4.
`Nc1nc2c(nc(Br)n2C2OC(CO)C(O)C2O)c(=O)[nH]1` (centres undefined) gave Coupling enz 4.
`COC(=O)C(C(=O)OC)C1c2ccccc2C=C(C2CC2)N1C(=O)OC` (centres undefined) gave Coupling enz 1&-5.
`Cc1ccc2nc3nc4ccc[nH]c4cc3c2c1` gave Coupling enz 0.
For COc1ncc2nc(-c3ccc(Cl)cc3)c(=O)n(C[C@H]3CCCO3)c2n1 the results were Coupling enz -5.
For FC(F)(F)c1ccccc1-c1ccc2ncnc(NCc3cccnc3)c2c1 the results were Coupling enz 0.
COC(=O)[C@@]1(Cc2ccc(OC)cc2)[C@H]2c3cc(C(=O)N(C)C)n(CCN4CNCC4=O)c3C[C@H]2CN1C(=O)c1ccccc1 was read as Coupling enz 1.
Nc1nc(-c2nn(Cc3ccccc3F)c3ncccc23)ncc1C1CC1 was read as Coupling enz 0.
`COc1ccccc1CCn1c(=O)c(-c2ccc(F)cc2)nc2cncnc21` gave Coupling enz 2.
CCN1C(=O)[C@H]2[C@H]3[C@H](O)[C@H](O)C/C(=N/O[C@@H](C)CN4CCCCc5nc(C)c(C)cc54)[C@@H]3CC[C@@H]2C1=O was read as Coupling enz 2.
For CN1Cc2c(C(=O)OC(C)(C)C)ncn2-c2ccsc2C1=O the results were Coupling enz -1.
CN(C)c1ccc(/C=C2\C(=O)Nc3ccccc32)c2ccccc12 was read as Coupling enz 2.
`CC(=O)OC[C@@H]1O[C@H](C/C=N\O[C@@H](C)c2cn([C@H](CO)Cc3ccccc3)nn2)C=C[C@@H]1OC(C)=O` gave Coupling enz 0&-2.
Screening O=C(NCCNC[C@@H](O)COc1ccc(O)cc1)N1CCOCC1 returned Coupling enz 8&0.
CCC/C=C(\CCC)C(NC(=O)c1ccccc1)c1ccc(C(=O)OC)cc1 (centres undefined) was read as Coupling enz 0.
`COC(=O)C(c1ccc(OC)c(OC)c1)C1c2ccccc2C=C(C)N1C(=O)OC` (centres undefined) gave Coupling enz -3.
N#Cc1ccc(CN2CC[C@@]3(CCCN(C(=O)c4ccncc4)C3)C2)cc1 was read as Coupling enz 7.
Screening COC(=O)CC1C(C)(C)C(=O)C2CC3=C(CC[C@]4(C)C3=CC(=O)OC4c3ccoc3)[C@@]1(C)C2=O (some centres undefined) returned Coupling enz 1.
For CSc1nc(N)c2ncn([C@H]3O[C@H](COP(=O)(O)OP(=O)(O)OP(=O)(O)O)[C@@H](O)[C@@H]3O)c2n1 the results were Coupling enz 2.
For COc1ncc2nc(-c3cccs3)c(=O)n(CCc3ccccc3)c2n1 the results were Coupling enz 3.
Screening CCOC(=O)CCCNC(=O)N1CCc2nc(COc3ccccc3)c3c(c2C1)CO[C@@H](C)C3 returned Coupling enz 0.
N[C@@H](COC(c1cccc(F)c1)c1ccccc1OCc1ccccc1)C(=O)O (some centres undefined) was read as Coupling enz -3.
CCCCC/C=C\C/C=C\C/C=C\CCCCC(N)=O was read as Coupling enz 0.
For COC(=O)[C@@H](NC(=O)N1CCc2nc(-c3ccccc3)c3c(c2C1)CO[C@@H](C)C3)C(C)C the results were Coupling enz 0.
For COc1ccc(-c2nc3cnc(N4CCN(C)CC4)nc3n(Cc3ccc(F)cc3)c2=O)cc1 the results were Coupling enz 5.
For CC(=O)NCCNc1nc(-c2ccc(C(=O)N(C)C)cc2)nc2ccccc12 the results were Coupling enz -2.
For C=CC(C1=CC(=O)C=CC1=O)c1ccc(O)cc1 (centres undefined) the results were Coupling enz -27.
`C#CCCCCCCCCCCCCCCCC(=O)O` gave Coupling enz 4&15.
For COc1cc2c(cc1OC)C(c1ccc(N)cc1)=NNC(=O)C2 the results were Coupling enz -9.
`O=C(O)c1ccc2cc(-c3ccc(O)c(C45CC6CC(CC(C6)C4)C5)c3)ccc2c1` gave Coupling enz 1.
Screening O=c1cc(-c2cccc(O)c2)oc2ccc(O)cc12 returned Coupling enz 0.
Screening COc1ccc2c(c1)O[C@@H](c1ccc3c(c1)OCO3)[C@H](OC(=O)NC1CCCC1)C2=O returned Coupling enz 1.
For COc1ccc2c(c1)CCC1C2CC[C@@]2(C)C(O)CCC12 (some centres undefined) the results were Coupling enz -1.
Screening Cc1cnc(CNc2ncnc3ccc(-c4ccccc4Cl)cc23)cn1 returned Coupling enz -1.
For CCNc1ncc2nc(-c3ccccc3)c(=O)n(Cc3cccc(OC)c3)c2n1 the results were Coupling enz 1.
For COC(=O)[C@@]1(Cc2ccc(OC)cc2)[C@H]2c3cc(C(=O)N4CCCC4)n(CCc4c[nH]c5ccccc45)c3C[C@H]2CN1C(=O)c1ccccc1 the results were Coupling enz 3.
Screening O=C1[C@H]2[C@H]3[C@H](O)[C@H](O)C/C(=N/OCc4ccccc4)[C@H]3CC[C@@H]2C(=O)N1Cc1ccc2c(c1)OCO2 returned Coupling enz 1.
For Cc1cc2c(c(C)c1Cl)C(c1ccc3c(c1)OCO3)CC(O)(c1ccccc1)O2 (centres undefined) the results were Coupling enz -6.
For CCNc1ncc2nc(-c3ccc(F)cc3)c(=O)n(-c3ccccc3)c2n1 the results were Coupling enz 0.

Next section (2 carried over from the part before).
For Cc1cc2c(c(C)c1Cl)C(c1ccc3c(c1)OCO3)CC(O)(c1ccccc1)O2 (centres undefined) the results were Coupling enz -6.
For CCNc1ncc2nc(-c3ccc(F)cc3)c(=O)n(-c3ccccc3)c2n1 the results were Coupling enz 0.
For COC(=O)CCC(C)C1CCC2C3C(C[C@H](O)C12C)C1(C)CC[C@@H](O)CC1C[C@H]3O (some centres undefined) the results were Coupling enz 2.
For COc1cc(C)c(CC/C(C)=C/C=C/C(C)=O)c(C)c1C the results were Coupling enz 0.
`COc1ccc(NC(=O)N2CC3(CCN(C(=O)c4ccco4)CC3)C2)cc1` gave Coupling enz 1.
For Cc1ccccc1-c1nccc(NCCN2CCOCC2)n1 the results were Coupling enz -1.
Screening COc1ccc(-c2c(C3C4C=CCCC4(C)C(=O)N3Cc3ccccc3)ccc3ccccc23)cc1OC (centres undefined) returned Coupling enz 0.
O=C(c1ccncc1)N1CCC2(CCN(Cc3cc(C(F)(F)F)cc(C(F)(F)F)c3)CC2)CC1 was read as Coupling enz -1.
Screening CCCCC/C=C\C/C=C\CCCCCCCCCC(=O)NCC(=O)O returned Coupling enz 2.
CON was read as Coupling enz 0.
Screening CN(C)c1ncc2nc(-c3cccs3)c(=O)n(Cc3cccs3)c2n1 returned Coupling enz 6.
Screening c1ccc(Nc2nc(-c3ccoc3)nc3ccccc23)cc1 returned Coupling enz 0.
Screening COc1ccc(-c2nc(-c3ccccc3)c(Nc3ccc4ccccc4c3)o2)cc1 returned Coupling enz 0.
Screening COc1cc2c(cc1O)-c1ccccc1CN(C)C2 returned Coupling enz 1.
Cc1ccccc1-c1ccc2ncnc(NCc3cccs3)c2c1 was read as Coupling enz 1.
`COC(=O)N1C2(C=CC1(C)C(=O)NCc1ccc(N(C)C)cc1)CCCCC2` (centres undefined) gave Coupling enz 0.
O=C(O)c1cc(N(Cc2ccccc2O)Cc2cc(O)ccc2O)ccc1O was read as Coupling enz -1&-1.
Screening CN(C)c1ccc(-c2ccc(C3C4C=CCCC4(C)C(=O)N3Cc3ccccc3)c(F)c2)cc1 (centres undefined) returned Coupling enz 0.
CC(C)[C@H](CO)Nc1nc(Nc2cc(N)cc(Cl)c2)c2ncn(C(C)C)c2n1 was read as Coupling enz -3.
For COCC(=O)N1CCC2(CC1)CCN(c1ccc(-c3ccccc3)cc1)CC2 the results were Coupling enz -1.
For C=C1c2ccccc2O[C@H](C(=O)OCC)[C@@H]1CCC(C)C (tested in a mixture with another compound) the results were Coupling enz -5.
CC1(C)C(=O)C2C[C@]3(O)C4=CC(=O)OC(c5ccoc5)[C@]4(C)CCC3[C@](C)(C2=O)C1CC(=O)O (some centres undefined) was read as Coupling enz 5.
`O=C(c1c(O)c2ccc(Cl)cc2[nH]c1=O)C1CC1` gave Coupling enz 0.
For COCCNc1nc(-c2ccoc2)nc2ccccc12 the results were Coupling enz 1.
For COC1C(O)COC1/C=C/c1ccccc1 (centres undefined) the results were Coupling enz -1.
CNc1ccnc(-c2ccccc2C)n1 was read as Coupling enz -1.
Screening COC(=O)CCCC1=CC2=CC(=O)C(C)(OC(=O)c3cnc4ccccc4n3)C(=O)C2=CO1 (centres undefined) returned Coupling enz 0.
`Clc1ccccc1-c1cc(NCCN2CCOCC2)ncn1` gave Coupling enz 2.
For COC(=O)c1ccc(C(NC(=O)OCc2ccccc2)/C(I)=C/[C@@H](C)C(=O)Nc2ccccc2)cc1 (some centres undefined) the results were Coupling enz -1.
`NCC1O[C@@H](OC2C(N)C[C@H](N)[C@@H](O[C@H]3OC(CO)C(O)C(N)C3O)C2O)C(O)C(O)C1O` (some centres undefined) gave Coupling enz 1.
For Cc1ccccc1-c1nc(N(C)Cc2ccco2)c2ccccc2n1 the results were Coupling enz 0.
For O=C(O)c1c(Sc2ccccc2)c2cc(Cl)ccc2n1Cc1ccc(Cl)cc1 the results were Coupling enz 11.

Sorted by count of non-hydrogen atoms (smallest number first): part of the list above.
CNc1ccnc(-c2ccccc2C)n1 was read as Coupling enz -1.
For COC1C(O)COC1/C=C/c1ccccc1 (centres undefined) the results were Coupling enz -1.
`O=C(c1c(O)c2ccc(Cl)cc2[nH]c1=O)C1CC1` gave Coupling enz 0.
Screening COc1cc2c(cc1O)-c1ccccc1CN(C)C2 returned Coupling enz 1.
For COCCNc1nc(-c2ccoc2)nc2ccccc12 the results were Coupling enz 1.
For C=C1c2ccccc2O[C@H](C(=O)OCC)[C@@H]1CCC(C)C (tested in a mixture with another compound) the results were Coupling enz -5.
`Clc1ccccc1-c1cc(NCCN2CCOCC2)ncn1` gave Coupling enz 2.
Cc1ccccc1-c1ccc2ncnc(NCc3cccs3)c2c1 was read as Coupling enz 1.
Screening CN(C)c1ncc2nc(-c3cccs3)c(=O)n(Cc3cccs3)c2n1 returned Coupling enz 6.
O=C(O)c1cc(N(Cc2ccccc2O)Cc2cc(O)ccc2O)ccc1O was read as Coupling enz -1&-1.
Screening COc1ccc(-c2nc(-c3ccccc3)c(Nc3ccc4ccccc4c3)o2)cc1 returned Coupling enz 0.
Screening COC(=O)CCCC1=CC2=CC(=O)C(C)(OC(=O)c3cnc4ccccc4n3)C(=O)C2=CO1 (centres undefined) returned Coupling enz 0.
CC1(C)C(=O)C2C[C@]3(O)C4=CC(=O)OC(c5ccoc5)[C@]4(C)CCC3[C@](C)(C2=O)C1CC(=O)O (some centres undefined) was read as Coupling enz 5.
For COC(=O)c1ccc(C(NC(=O)OCc2ccccc2)/C(I)=C/[C@@H](C)C(=O)Nc2ccccc2)cc1 (some centres undefined) the results were Coupling enz -1.

Additional records:
For COC(=O)C1(Cc2ccccc2)C=C2C(=C(c3ccccc3)C(=O)C2C)CN1 (centres undefined) the results were Coupling enz -5.
`COc1ccccc1CN1CC2(CCN(S(C)(=O)=O)CC2)C1` gave Coupling enz -3.
O=C(c1csnn1)N1CCC[C@@]2(CCN(Cc3cc(C(F)(F)F)cc(C(F)(F)F)c3)C2)C1 was read as Coupling enz 1.
CC[C@@H](C)[C@@H](O)[C@H](C)C(=O)[C@H](C)/C=C(\C)C[C@H](C)[C@@H]1OC(=O)[C@H]1CC was read as Coupling enz 0.
COc1cc(OC)c2cc(-c3ccncc3)cnc2c1 was read as Coupling enz -12.
`Cc1cccc(CNc2ncncc2-c2ccccc2C(F)(F)F)c1` gave Coupling enz -1.
Screening COc1ccc2[nH]cc(CCNc3ncncc3-c3cccnc3)c2c1 returned Coupling enz 1.
`N#CCCn1c(=O)c(-c2ccccc2)nc2cnc(N3CCOCC3)nc21` gave Coupling enz 1.
Screening COc1ccccc1CNc1nc(-c2c(C)noc2C)nc2ccccc12 returned Coupling enz -9.
Cc1nc2cnc(N3CCN(C)CC3)nc2n(-c2ccccc2)c1=O was read as Coupling enz 7.
For O=c1c(-c2cccs2)nc2cnc(Nc3ccccc3)nc2n1C[C@H]1CCCO1 the results were Coupling enz 0.
Screening CCCCC[C@H](O)/C=C/C=C\C/C=C\C/C=C\CCCC(=O)O returned Coupling enz 3.
`O=C(Nc1cccc(F)c1)N1CCC2(CC1)CCN(C(=O)c1cccc(F)c1)CC2` gave Coupling enz 3.
Screening OCc1ccc(-c2ccc(-c3ccc(CO)s3)o2)s1 returned Coupling enz -1.
Screening CC(C)CN1CC2(CCN(C(=O)c3cccc(F)c3)CC2)C1 returned Coupling enz 0.
